# Screens as filed in PubChem BioAssay.
# ssDAF-12 act: activators of S. stercoralis DAF-12 nuclear receptor. activation, % at 6.8 µM. AID 652126. HEK293 ssDAF-12/GRIP1 lit1-tk-luc reporter, luminescence; % of 3 µM dafachronic acid response. 370,000 tested, 1% active;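 active = activation above the mean over all tested compounds plus 3 SD, cut at about 0.9% in these data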;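 also: 0% = DMSO-only wells and 100% = 3 µM delta7-dafachronic acid wells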
# NPR2 activator: GC-B (human) receptor activation | 370,000 tested, 0.11% active | activation, % at 10 µM | AID 1920062 | HEK293-GC-B cells, CNP EC30, cGMP TR-FRET; 0% at EC30 CNP, 100% saturating CNP;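 active = activation at 10 µM reaching about 35% in either raw or pattern-adjusted values, limit read from the data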
# HGIII-sPLA2 inh: Inhibits HGIII-sPLA2 liposome hydrolysis, primary screen. 370,000 tested, 0.56% active. Q9NZ20. inhibition, % at 12.2 µM. QFRET BODIPY PC-A2 liposome hydrolysis, fluorescence;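 active = inhibition above mean plus 3 SD of compounds lying within the high and low control bounds, cut at about 19% in these data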;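 also: 0% = median of test compound wells and 100% = no enzyme DMSO wells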
# Target sequence (Q9NZ20 whole entry, looked up): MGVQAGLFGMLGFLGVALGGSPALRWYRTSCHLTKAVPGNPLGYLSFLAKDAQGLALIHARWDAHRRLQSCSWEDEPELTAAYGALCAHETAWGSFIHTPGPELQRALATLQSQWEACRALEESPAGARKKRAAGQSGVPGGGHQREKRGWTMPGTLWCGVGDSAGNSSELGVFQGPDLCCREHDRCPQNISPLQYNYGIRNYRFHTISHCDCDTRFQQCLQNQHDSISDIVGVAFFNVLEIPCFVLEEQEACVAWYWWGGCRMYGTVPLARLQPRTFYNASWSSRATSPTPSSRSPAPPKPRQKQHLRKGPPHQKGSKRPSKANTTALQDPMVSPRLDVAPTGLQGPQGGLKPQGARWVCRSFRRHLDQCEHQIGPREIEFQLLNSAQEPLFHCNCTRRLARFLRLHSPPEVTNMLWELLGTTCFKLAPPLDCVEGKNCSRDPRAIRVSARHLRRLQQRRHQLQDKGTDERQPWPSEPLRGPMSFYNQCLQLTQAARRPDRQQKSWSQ
# hcDAF12 agonist: H. contortus DAF-12 activation, primary screen | HEK293 hcDAF-12 lit1-tk-luc reporter, luminescence; 0% DMSO, 100% Δ7-dafachronic acid | activation, % at 6.8 µM | 370,000 tested, 1.4% active | AID 652067;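 active = activation above the mean of all tested compounds plus 3 SD, cut at about 5.5% in these data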;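 also: 100% = response to 3 µM Δ7-dafachronic acid high control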
# FXN GAA850 act: frataxin GAA850 promoter activation; HEK293 lucGAA850 FXN promoter luciferase reporter, 24 h; percent of 10 µM SAHA response; activation, % at 6 µM; 360,000 tested, 0.56% active; AID 540364;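 active = activation above the average of all compounds screened plus 3 SD, cutoff fixed separately per campaign, cut at about 7.5% in these data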;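 also: 0% = DMSO wells and 100% = 10 µM SAHA wells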
# SMARCA2 act: activators of SMARCA2 function | MG213 cells, MMTV-luciferase reporter, dexamethasone, overnight | 370,000 tested, 1% active | AID 652017 | activation, % at 9.1 µM; in the data active = activation above about 7.8%;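 also: 0% = vehicle wells and 100% = reference activator wells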
# DAX1 inh-1: inhibits human nuclear receptor DAX1. AID 504766. 340,000 tested, 0.99% active. HEK293 Gal4-DAX1 luciferase reporter, luminescence. inhibition, % at 6.75 µM;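 active = inhibition above the mean over all tested compounds plus 3 SD, cut at about 4.2% in these data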;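 also: 0% = DAX1-transfected cells with DMSO and 100% = empty-vector control cells with DMSO; inhibition shows as a rise in luminescence from relieved DAX1 repression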
# Target sequence (P51843 207-470 limits assumed): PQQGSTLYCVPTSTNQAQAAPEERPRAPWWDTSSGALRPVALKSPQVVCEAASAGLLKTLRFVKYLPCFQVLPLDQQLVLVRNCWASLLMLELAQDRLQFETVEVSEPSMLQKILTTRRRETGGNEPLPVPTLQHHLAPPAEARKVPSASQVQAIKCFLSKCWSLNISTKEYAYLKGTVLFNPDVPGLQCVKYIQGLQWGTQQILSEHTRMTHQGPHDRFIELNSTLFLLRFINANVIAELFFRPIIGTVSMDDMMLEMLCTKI
# DAX1 inh-2: inhibitors of DAX1 repression of SF-1 activated StAR promoter. HEK293T StAR-luciferase reporter, SF-1/DAX-1 repression relief. inhibition, % at 6.8 µM. 370,000 tested, 1.1% active. AID 652010;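 active = inhibition above the mean over all tested compounds plus 3 SD, cut at about 3.6% in these data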;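 also: 0% = DAX-1 cells with DMSO and 100% = cells lacking DAX-1 with DMSO; higher inhibition means more luminescence from relief of DAX-1 repression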
# proKLK7 act: activates the human kallikrein-7 zymogen; P49862; purified proKLK7, EDANS-DABCYL substrate fluorescence; 100% is mature enzyme control, 0% vehicle; activation, % at 7 µM; 370,000 tested, 0.9% active;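 active = activation above the mean of all tested compounds plus 3 SD, computed per campaign excluding outliers beyond control limits, cut at about 13% in these data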
# Target sequence (P49862 whole entry, looked up): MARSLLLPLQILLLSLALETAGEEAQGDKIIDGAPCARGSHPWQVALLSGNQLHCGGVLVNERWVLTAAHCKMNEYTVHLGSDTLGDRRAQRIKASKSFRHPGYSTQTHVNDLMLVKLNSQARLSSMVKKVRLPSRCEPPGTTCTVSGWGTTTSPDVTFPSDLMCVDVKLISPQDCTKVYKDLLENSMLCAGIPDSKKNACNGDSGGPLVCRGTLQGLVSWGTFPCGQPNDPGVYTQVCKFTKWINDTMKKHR
# NPR1 activator: GC-A (human) enzyme activation; HEK293 GC-A cells, cGMP TR-FRET, EC30 ANP; 0% at EC30 ANP, 100% saturating ANP; 370,000 tested, 0.14% active; activation, % at 10 µM; in the data active = activation above about 40%
# hgDAF-12 ag: agonists of H. glycines DAF-12 nuclear receptor | AID 687014 | activation, % at 6.8 µM | HEK293 GAL4-hgDAF12 UAS-luciferase reporter, agonist luminescence; normalized to butyrate control | 370,000 tested, 1.8% active;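 active = activation above a cutoff set at the mean of all screened compounds plus 3 SD, cut at about 10% in these data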;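 also: 0% = DMSO wells and 100% = sodium butyrate wells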
# * = called active by the depositor; · = not tested or not shown. Rows are unselected, and some 6.7% of all compounds hit somewhere here.
SMILES,ssDAF-12 act,NPR2 activator,HGIII-sPLA2 inh,hcDAF12 agonist,FXN GAA850 act,SMARCA2 act,DAX1 inh-1,DAX1 inh-2,proKLK7 act,NPR1 activator,hgDAF-12 ag
Cn1nc(OC(=O)Nc2ccc(F)cc2)cc1C(F)(F)F,-0.4,-1,9,0.5,-1.5,-2,-0.9,-0.2,-0.8,0,-0.1
Cc1ccc(S(=O)(=O)N2C[C@@H]3[C@H]4CC[C@H](C4)[C@@H]3[C@@H](C)[C@H]2c2ccn(Cc3ccccc3)c2)cc1,-0.2,1,-8,-0.1,-0.8,6,-1.6,0.2,0.9,1,3.5
O=C(c1ccc(CS(=O)Cc2ccc(Cl)cc2)o1)N1CCN(c2ccccc2)CC1 (configuration not stated),-1.3,-3,1,-2.2,1.3,-2,1.0,-0.9,0.3,-3,-3.0
CC(C)n1ncc2c(C(=O)NCCOc3ccccc3F)cc(C3CC3)nc21,-2.0,9,-11,-2.6,1.2,-2,-0.4,-2.9,0.0,4,-1.0
Cc1ccc(S(=O)(=O)Nc2ccc3c(c2)nc(CCN2CCOCC2)n3C)cc1,-2.0,5,1,-0.5,-0.2,-4,2.6,0.2,-2.4,-1,-4.1
Cc1cc(C)c(NC(=O)Cn2nnc(C(=O)NCc3cccs3)c2N)c(C)c1,-0.9,5,1,-0.8,0.5,1,1.8,-0.7,0.0,0,-1.4
O=C(O)CSc1ncn[nH]1,-1.0,4,1,-0.9,0.9,2,-1.1,0.9,-0.1,-2,1.2
COc1ccc2[nH]c3c(=O)n(CCCN4CCOCC4)cnc3c2c1,-0.7,-3,0,-1.2,2.1,-1,6.2*,0.0,11,-2,-0.6
CC(C)CC(NC(=O)c1ccccc1)C(=O)N/N=C/c1ccco1 (configuration not stated),-0.8,-5,5,-1.0,1.4,-1,0.9,-0.1,-0.5,-3,2.6
Cc1ccc(Cl)c2sc(NC(=O)C3CC3)nc12,-1.1,-5,11,2.0,1.7,-6,0.1,0.1,0.5,13,-2.6
O=C(NCCc1c[nH]c2ccccc12)c1cccc(S(=O)(=O)Nc2ccccc2Cl)c1,1.1*,-5,-86,6.0*,0.7,-5,0.3,-0.5,0.8,-4,-4.9
Cc1ccccc1Cn1c(CN2CCc3ccccc3C2)nc2c1c(=O)n(C)c(=O)n2C,-0.6,3,-1,-0.9,2.0,-2,-0.7,-0.7,-1.1,-6,-0.6
CCOC(=O)CNC(=S)N(Cc1ccccc1)Cc1cccs1,-1.2,3,0,-0.8,3.1,-4,-1.1,0.0,-0.1,0,0.5
O=C(NC1CC1)C1C2C3C4CC5C3C5C4C12 (configuration not stated),-1.2,-4,-1,2.8,1.5,2,-0.1,-0.3,-0.4,-1,1.2
O=C(CCn1cnc2ccccc21)N/N=C/c1ccccc1O,-1.4,-2,1,-1.0,0.2,0,0.7,-0.2,-25,-2,-2.3
CN(C)C(C)(C)/C=C/C(O)(c1ccccc1)c1ccccc1,-0.7,-2,-4,0.0,0.6,-2,0.2,-0.1,0.0,-4,0.8
OCCNCCNCc1ccc(-c2ccccc2)cc1,-2.0,-5,4,-1.4,·,-1,·,0.3,-0.1,1,1.5
CCOc1cc(N2CCOCC2)c(OCC)cc1NC(=O)C(C)C,-0.7,-1,8,-0.8,0.6,-2,0.9,-0.4,-0.2,3,-3.5
COC(=O)CC(=O)CSc1nc(C)cc(C)c1C#N,-0.4,2,4,-1.4,-0.8,-3,0.1,-0.2,20*,-1,0.0
CSCCC(NC(=O)COc1ccccc1)C(=O)N1CCN(c2ccccc2F)CC1 (configuration not stated),-1.0,-1,-4,-2.5,1.1,-2,-0.3,0.6,-0.5,2,0.8
CCOC(=O)N=Nc1c(O)n(CC)c2ccccc12,-1.2,-3,7,-1.1,0.3,3,0.5,-0.3,-0.6,2,2.5
COc1cc(/C=N/NC(=O)CNc2n[nH]c(=O)[nH]c2=O)ccc1OCc1ccccc1,-0.9,2,2,0.2,2.8,1,-1.4,0.5,-0.1,-1,1.1
Cc1cn(C2OC(COC(=O)c3ccccc3)C(O)C2O)c(=O)[nH]c1=O (configuration not stated),-1.9,-1,4,-1.7,1.3,-2,-0.8,0.5,-0.4,-2,-2.5
C#Cc1cc(N2CCN(C(=O)c3ccoc3)CC2)n2nc(-c3cccc(Cl)c3)cc2n1,-1.8,-5,-4,-2.4,-6.0,-7,-0.2,-5.0,-41,4,-13
O=C(NC(=S)NNC(=O)c1ccco1)c1ccc(Br)cc1,-0.8,1,14,1.7,2.3,-1,0.0,-0.6,0.7,-4,1.6
COc1ccc(N2CCN(C(=O)C3CCCN(S(=O)(=O)c4cccc5cccnc45)C3)CC2)cc1 (configuration not stated),-1.4,3,-3,-0.9,-0.7,-1,-0.1,-1.6,-0.4,1,0.0
O=C(C1CCC(CNS(=O)(=O)c2ccc(F)cc2)CC1)N1CCOCC1 (configuration not stated),-0.5,-2,-3,1.5,1.7,1,0.3,0.2,-0.1,1,0.6
COCCCNC(=O)COc1cc2c(c3oc(=O)c(C)c(C)c13)CCC(C)(C)O2,-1.4,4,2,-1.8,0.8,2,-0.5,-0.5,18*,3,-1.3
COc1cc(C(=S)N2CCOCC2)cc(OC)c1OC(=O)c1ccc(F)cc1,-0.8,1,9,-1.3,0.3,-1,0.4,-0.2,0.0,-1,0.2
O=C(CN(C(=O)CNC(=O)c1cccs1)c1ccc(F)cc1)NC1CCCCC1,-1.2,0,4,0.5,-0.4,-2,0.3,0.0,-0.5,6,1.0
O=C(Nc1cccc2c1CCCC2)c1cc(C2CCCCN2C(=O)CCCc2ccccc2)on1 (configuration not stated),-1.6,1,-9,-1.8,0.4,-1,·,-0.5,0.4,2,0.4
Cc1ccc(S(=O)(=O)N(Cc2ccccc2)c2ccccc2C(=O)NCc2cccnc2)cc1,-1.4,2,0,-2.1,0.6,-1,-0.2,0.3,0.3,-3,2.8
C=CCOC(=O)C1=C[C@H](c2ccc(Br)cc2)C[C@H](OCCCCO)O1,-0.9,-4,4,-2.0,-0.1,0,0.4,0.7,0.7,-1,-2.1
O=C1CCN2C=Nc3cccc4ccc1c2c34,-1.6,-3,-162,-2.5,3.0,-1,0.8,-0.1,56*,0,0.2
Cc1nc(N)sc1-c1csc(Nc2ccc(S(N)(=O)=O)cc2)n1,-1.5,0,6,-2.8,-0.6,-1,-0.3,0.7,-0.9,-4,0.9
CCCCN1CC(=O)N2[C@H](C[C@@]3(C)c4ccccc4N(S(=O)(=O)c4ccccc4)[C@@H]23)C1=O,-1.0,3,1,-0.7,·,-1,·,-1.3,0.8,1,-0.2
O=C(CCNS(=O)(=O)c1ccc(OC(F)(F)F)cc1)N1CCCC1,-0.6,3,12,-0.5,-0.8,-4,2.4,-1.8,-0.4,0,0.3
O=C1c2ccccc2C(Nc2ccccc2F)N1c1cccnc1 (configuration not stated),-0.1,-2,-2,2.3,0.5,0,0.1,-0.7,-0.5,-1,-0.2
COC(=O)c1cc(S(=O)(=O)Nc2nn(C)c3cccc(F)c23)oc1C,-0.8,2,4,-0.2,1.1,-1,1.3,0.4,0.3,-1,-1.1
CCCOc1ccc(OCCNC2CCCC2)cc1,-0.7,3,12,0.3,-3.3,-1,2.4,-0.3,-0.7,5,0.4
S=C(c1ccc(-c2ccc(Cl)cc2)o1)N1CCCCC1,0.2,10,10,3.8,3.9,5,4.8*,5.3*,-0.3,19,15*
Cc1ccc(COc2coc(CN3CCN(C(=O)c4ccco4)CC3)cc2=O)cc1,-0.8,5,13,-0.8,0.3,-3,-0.1,3.1,0.6,-2,-1.9
CC(C)(C)OC(=O)C[C@H]1C/C=C\C[C@@H](CC(=O)N(CCO)Cc2ccccc2)C(=O)NC[C@@H](c2ccccc2)OC1=O,-1.9,12,-17,-2.2,-0.2,0,-0.6,0.7,-0.3,3,0.3
COc1cc(/C=C/C(=O)O)cc(S(=O)(=O)NCC2CCCO2)c1OC (configuration not stated),-1.2,2,3,-0.8,-2.0,3,0.5,0.5,-0.5,1,3.1
COc1ccccc1-n1cnc2cc(NCc3ccccc3O)ccc21,-1.2,-4,4,1.9,4.7,3,1.2,0.1,-0.1,-1,2.1
Cc1ccc(Cn2nnc3c(=O)[nH]c(C4CCN(C(=O)c5cccs5)CC4)nc32)cc1,-0.9,1,-24,0.0,-1.0,6,-0.3,-0.8,0.3,1,-1.3
CC(C)(C)C(=O)Nc1ccc(C(=O)N/N=C/C2CC3C=CC2C3)cc1 (configuration not stated),-1.6,-1,10,3.3,0.6,1,-0.3,0.4,0.2,-4,1.5
COc1ccc(NC(=O)N(C)C[C@H]2Oc3ccc(NS(=O)(=O)c4cccs4)cc3C(=O)N([C@@H](C)CO)C[C@@H]2C)cc1,-1.3,4,2,-0.2,-1.1,-1,-0.2,-0.3,0.0,-1,-0.7
CCCC1CCc2c(sc(NC(=O)OCC)c2C#N)C1 (configuration not stated),-1.2,-9,-5,-1.8,-2.8,1,-0.9,0.3,-0.2,4,1.4
O=C(Cn1c(=O)oc2cc(S(=O)(=O)N3CCCCC3)ccc21)N1CCc2ccccc21,-0.1,-11,7,2.0,0.5,-1,2.1,1.0,-0.2,-10,2.9
# Next compounds
SMILES,ssDAF-12 act,NPR2 activator,HGIII-sPLA2 inh,hcDAF12 agonist,FXN GAA850 act,SMARCA2 act,DAX1 inh-1,DAX1 inh-2,proKLK7 act,NPR1 activator,hgDAF-12 ag
COc1ccc(C(=O)Nc2ccccc2N2CCOCC2)cc1S(=O)(=O)N1CCOCC1,-1.4,1,1,-1.1,-2.2,-3,-0.1,0.8,0.0,0,-2.0
O=C(O)CCN1C(=O)/C(=C\c2ccc(OCc3ccccc3)c(OCc3ccccc3)c2)SC1=S,-0.7,-2,5,0.9,0.8,-3,1.3,2.0,-0.6,0,-1.4
COC(=O)c1c(N2C(=O)CC(Sc3ncccc3C(=O)O)C2=O)sc(C)c1C (configuration not stated),-1.6,4,6,-1.8,-0.3,-1,1.1,0.0,0.5,-2,-2.5
Cc1ccc(CN(C)C(=O)C2CCC(=O)N(C3CCCCCC3)C2)cc1 (configuration not stated),-1.0,-3,3,0.4,-0.5,-1,0.5,0.2,-0.1,-8,1.0
COc1ccc(S(=O)(=O)N(C)CC(=O)N2CCCCCC2)cc1OC,0.1,-2,-1,0.2,0.1,0,0.0,-0.2,-0.6,0,0.2
CN(CC(=O)Nc1ccc(N2CCOCC2)cc1)C(=O)c1cc2c(s1)CCCC2,-1.6,-1,-6,-1.7,-0.6,-2,0.8,-0.9,0.6,1,-1.3
CCNc1nc(NCC)n2c(SCC(=O)Nc3ccccc3)nnc2n1,-1.0,4,-1,-0.8,-0.3,-2,0.4,-0.2,-0.2,-3,1.1

# Taken from above:
# COc1ccc(C(=O)Nc2ccccc2N2CCOCC2)cc1S(=O)(=O)N1CCOCC1 – DAX1 inh-1: -0.1
# Cc1ccc(CN(C)C(=O)C2CCC(=O)N(C3CCCCCC3)C2)cc1 (configuration not stated) – proKLK7 act: -0.1
